Compound activity: PubChem, several laboratories
GALR2 blocker: GALR2 (human) receptor antagonism; O43603; GALR2-expressing cells, antagonist mode; inhibition, % at 4 µM; actives 0.39% (n = 140,000); in the data active = inhibition above about 27%;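 also: cells stimulated with galanin 1-16 at roughly its EC80; 0% = agonist challenge control and 100% = basal control without agonist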
Target sequence (O43603 whole entry, looked up): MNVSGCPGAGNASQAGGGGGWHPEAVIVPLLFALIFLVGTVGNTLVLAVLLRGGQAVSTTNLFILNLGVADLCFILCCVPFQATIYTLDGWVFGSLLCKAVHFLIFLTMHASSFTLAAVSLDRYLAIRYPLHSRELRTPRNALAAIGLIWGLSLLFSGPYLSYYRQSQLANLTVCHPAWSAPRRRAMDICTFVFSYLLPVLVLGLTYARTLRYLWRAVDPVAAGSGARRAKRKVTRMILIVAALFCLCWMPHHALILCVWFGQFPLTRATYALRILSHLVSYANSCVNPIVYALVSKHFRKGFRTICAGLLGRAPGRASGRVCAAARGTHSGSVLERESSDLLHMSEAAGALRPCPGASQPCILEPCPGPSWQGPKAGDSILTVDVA
BB579 growth dn: reduces growth of yeast BB579 in restrictive medium | S. cerevisiae BB579 growth, OD615, 48 h | inhibition, % at 10 µM | actives 0.51% (n = 140,000);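 active = inhibition above a set limit, 3 SD over the mean compound inhibition, cut at about 44% in these data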; also: inactives centre near -24
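Detection: OD615 turbidity measurement; Material: Saccharomyces cerevisiae DeaD strain BB579, replicative lifespan model yeast; Timing: 48 h exposure, 30 °C; Doses: single 10 µM dose; Medium: CSMM-D restrictive synthetic medium containing dextrose (glucose); Controls: amphotericin B at 10 µg/mL as positive control.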
Measles CPE: protection of cells from measles virus. Measles virus-infected cells, CPE protection, absorbance. AID 841. protection (pct of control), % at 4 µM. actives 1.5% (n = 140,000); in the data active = protection mostly above about 24%, no sharp cut-off; inactive = mostly below about 26%; also: some compounds called inactive have numbers as strong as hits
bCat KO growth: beta-catenin-lacking colon tumor cell growth suppression | HCT116 beta-catenin knockout viability, CellTiter-Glo, 60 h; hits give low values | viability, % at 10 µM | actives 1.5% (n = 140,000) | AID 818;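 active = viability at or under a set limit, the compound median less 4 SD, cut at about 6% in these data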;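 also: 0% = Hyamine 1622 control at 20 µM and 100% = untreated cell control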
Yeast lifespan up: extends the lifespan of yeast; inhibition of the nicotinamide effect, % at 10 µM; AID 775; actives 0.68% (n = 130,000); S. cerevisiae growth with nicotinamide, OD615; deaD strain in restrictive glucose medium;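 active = inhibition above a set limit, placed 3 SD over the median of all compounds, cut at about 26% in these data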;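 also: 0% = nicotinamide-treated wells and 100% = cells grown without nicotinamide; some compounds called inactive have numbers as strong as hits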
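Test system: DeaD-strain S. cerevisiae / Buffer or medium: restrictive glucose medium / Also added: nicotinamide 1.5 mM / Doses: one concentration, 10 µM, DMSO 0.25% / Schedule: 48 h at 30 °C / Signal: OD615 measurement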
MRP-1 activ: activators of MRP-1 | viability increase, % at 10 µM | H69AR cells + doxorubicin, viability rescue, CellTiter-Glo | actives 0.61% (n = 140,000);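 active = viability gain under doxorubicin at or above a set limit, the compound median plus 3 SD, cut at about 4.7% in these data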;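 also: MRP-1 overexpressing cells given doxorubicin 25 µM after compound pretreatment; 18-22 h compound pretreatment then 72 h with doxorubicin before readout; 0% = doxorubicin-only wells and 100% = vehicle-treated cells without doxorubicin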
Phagocytosis inh: blocks phagocytosis by macrophages. J774A.1 macrophage IgG-bead phagocytosis, imaging. actives 0.07% (n = 110,000). inhibition, % at 5 µM. AID 1029;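 active = inhibition above the mean of the plate negative controls plus 5 SD, cut at about 13% in these data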;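 also: phagocytic index as fraction of beads internalized from green versus red external bead signal; plate controls were DMSO negative control for no effect and cytochalasin-D positive control for full effect; some results beyond the cut were filed as inactive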
PTEN del growth: PTEN-deleted cell growth suppression. HCT116 PTEN-null viability, CellTiter-Glo, 60 h; hits give low values. actives 1.2% (n = 140,000). viability, % at 10 µM;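 active = viability at or below a set limit, 4 SD under the median of all tested compounds, cut at about 3.7% in these data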;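 also: PTEN knockout HCT116 line with beta catenin targeted HCT116 as companion control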
E-sel TNF inh: TNF alpha driven E-selectin expression inhibition. HUVEC TNFa-induced E-selectin immunofluorescence, high content. inhibition, % at 2 µM. AID 1246. actives 0.71% (n = 120,000);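 active = inhibition above the batch mean plus 3 SD, and confirmed as a hit on visual image review, cut at about 43% in these data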;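 also: 0% = TNF-stimulated DMSO wells and 100% = unstimulated control wells; not every result past the cut was called active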
NPY Y2 blocker: antagonists of human neuropeptide Y receptor Y2; P49146; NPY-Y2 expressing cells, antagonist mode; inhibition, % at 2.7 µM; actives 0.99% (n = 140,000); in the data active = inhibition above about 17%;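 also: 0% = vehicle with agonist challenge and 100% = reference antagonist with challenge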
Target sequence (P49146 whole entry, looked up): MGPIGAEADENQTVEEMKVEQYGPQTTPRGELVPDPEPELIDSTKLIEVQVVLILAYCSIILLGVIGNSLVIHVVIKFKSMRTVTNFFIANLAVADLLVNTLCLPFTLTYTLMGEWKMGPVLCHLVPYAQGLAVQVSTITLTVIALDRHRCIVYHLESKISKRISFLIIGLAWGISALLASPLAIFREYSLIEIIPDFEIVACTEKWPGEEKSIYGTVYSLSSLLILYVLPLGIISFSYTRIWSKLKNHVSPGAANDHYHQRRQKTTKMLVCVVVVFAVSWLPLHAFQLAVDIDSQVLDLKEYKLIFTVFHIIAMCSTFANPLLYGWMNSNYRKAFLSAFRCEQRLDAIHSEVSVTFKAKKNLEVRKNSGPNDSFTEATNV
Active calls of the source: *; · = not tested or not shown. Hits appear at their usual frequency; 6.3% or so of the library scored in one or more.

SMILES | GALR2 blocker | BB579 growth dn | Measles CPE | bCat KO growth | Yeast lifespan up | MRP-1 activ | Phagocytosis inh | PTEN del growth | E-sel TNF inh | NPY Y2 blocker
CCOc1ccc(-c2noc(CCC(=O)NC)n2)cc1OCC | 10 | -20 | 26 | 97 | -2 | -0.4 | 0 | 105 | -12 | 1
Cc1cc(C)nc(SCc2nnc(SCC(=O)Nc3nc(-c4ccccc4)cs3)n2C)n1 | -11 | -15 | 16 | 85 | · | -5.8 | · | 97 | 4 | 1
Cc1ccc2c(c1)c(=O)c1c3n2CCN(C(=O)CCl)C3CC1 (stereo not given) | -2 | -35 | 18 | 92 | 4 | -3.4 | -1 | 93 | · | 2
CCOC(=O)c1ccc(NC(=O)c2cc3ccccc3o2)cc1 | 6 | -9 | 10 | 108 | -10 | 2.7 | 0 | 108 | -21 | 7
CCCCC(=O)NC(=S)Nc1cc(C(=O)O)ccc1Cl | -11 | -2 | 19 | 87 | -6 | -0.9 | -6 | 107 | · | 0
COc1ccc(-c2noc(C3CCCN(S(=O)(=O)c4cccc(Cl)c4C)C3)n2)cc1OC (stereo not given) | -2 | -38 | 14 | 94 | -11 | 1.4 | 3 | 86 | 5 | 7
CCN(C(=O)Cn1c(=O)n(Cc2ccccc2)c(=O)c2ccccc21)c1cccc(C)c1 | -15 | -33 | 16 | 85 | -7 | -1.7 | -1 | 86 | -17 | 1
N#C/C(=N\Nc1ccccc1)C(=N)N1CCCCC1 | -7 | -16 | 23 | 92 | -19 | 1.9 | -3 | 94 | -18 | 2
CCOc1cc(C)nc(Oc2ccc(=O)[nH]n2)n1 | -7 | -24 | 13 | 92 | -1 | -0.9 | 1 | 104 | 26 | -2
CCOC(=O)c1sc(NC(=O)CSc2nnc(-c3ccco3)n2CC)c(C(=O)OCC)c1C | -1 | -31 | 10 | 90 | -1 | -5.5 | -1 | 79 | -5 | 0
Cc1nc(NC(=O)c2ccccc2)sc1-c1csc(Nc2cccc(Cl)c2)n1 | 14 | -70 | 4 | 66 | -5 | -2.3 | · | 70 | 15 | -2
O=C(c1ccc2c(c1)OCCO2)N(c1ccccn1)C1CCCCC1 | -10 | -15 | 16 | 91 | 10 | -0.8 | -1 | 94 | -7 | 1
CCn1c(Cc2ccccc2)nnc1SCC(=O)Nc1nc(C)cs1 | 13 | -37 | 13 | 83 | · | -2.9 | · | 94 | -8 | 5
O=C(OCC(=O)N1CCOCC1)c1ccc(Cl)nc1 | -14 | -6 | 4 | 90 | -15 | -0.3 | 2 | 97 | -56 | 0
Cc1cc(NC(=O)CSc2nnnn2C)n(-c2ccccc2)n1 | 2 | 2 | 24 | 95 | 0 | 1.6 | · | 100 | 14 | 0
O=C(OC(C(=O)O)C(OC(=O)c1ccccc1)C(=O)NCc1ccccc1)c1ccccc1 (stereo not given) | -13 | 9 | 0 | 101 | -23 | -2.4 | · | 98 | -1 | 5
O=c1[nH]cnc2sc3c(c12)CCN(Cc1ccccc1)C3 | 3 | -12 | 11 | 94 | 5 | -1.5 | -4 | 86 | · | 9
Cc1cccc(Cc2cnc(N3C(=N)SC(c4ccccc4)C3=O)s2)c1 (stereo not given) | 4 | -22 | 26 | 38 | 5 | -2.9 | -12 | 33 | · | 8
CCOC(=O)C1=C(C)N(C)C(=O)NC1c1cc2c(cc1Br)OCO2 (stereo not given) | -2 | -22 | 9 | 100 | 3 | 0.2 | -1 | 87 | · | 6
COc1cc(C2C(C#N)=C(N)Oc3cc(O)ccc32)cc(OC)c1OC (stereo not given) | 16 | -8 | 6 | 18 | -18 | -4.8 | · | 17 | 1 | 2
CC(=O)N1CCN(c2ccc(NC(=O)c3ccc4c(c3)OCO4)cc2)CC1 | -6 | -32 | 6 | 93 | 23 | -0.6 | -1 | 82 | 12 | -1
COc1ccccc1/C=C/C(=O)NC(=S)NC(C)C | 22 | 11 | 17 | 86 | -3 | -4.3 | · | 76 | · | 0
CC(C)CNC(=O)C1CCN(c2ccc(S(=O)(=O)N3CCOCC3)cc2)CC1 | -4 | -61 | 19 | 106 | -1 | -2.2 | · | 99 | -18 | 2
CC1(C)CCCN(C(=O)N2c3ccccc3Sc3ccccc32)C1 | -8 | -35 | 7 | 85 | -7 | -1.1 | · | 83 | · | 9
CC1=C(C(N)=O)C(c2sccc2C)n2nnnc2N1 (stereo not given) | -11 | -20 | 19 | 97 | -16 | 0.4 | · | 100 | 5 | 4
COc1ccc(-c2nnc(SCC(=O)Nc3ccccc3OC)o2)cc1 | 0 | 5 | 22 | 43 | · | -1.6 | · | 42 | 1 | 4
CCCCCCCC(=O)NNC(=O)c1ccc(F)cc1 | 6 | 8 | 7 | 99 | -5 | -0.8 | · | 105 | -14 | 4
CCOC(=O)/C(C#N)=C(/C)c1ccc(OC)cc1 | -3 | -11 | 2 | 96 | -11 | 0.0 | 0 | 92 | 1 | 0
OCCNc1nc2ccccc2n1CCN1CCCCC1 | 2 | 6 | 47* | 84 | · | -2.6 | · | 86 | -2 | 5
Cc1cc2nc(SCC(=O)Nc3nonc3C)c3c(c2cc1C)CCCC3 | 3 | -57 | 4 | 98 | 4 | -3.6 | 0 | 103 | -40 | 5
CSc1ccccc1N=Cc1nc(-c2ccccc2)oc1O | 3 | -51 | 5 | 101 | 9 | -1.4 | -1 | 90 | 1 | 11
COc1ccc(C2CC(c3ccccc3)=NN2C(=O)COC(=O)c2cccc(S(=O)(=O)N3CCOCC3)c2)cc1 (stereo not given) | 1 | -14 | 6 | 93 | 1 | -2.4 | -6 | 92 | · | 6
COc1ccc(NC(=O)CN2CCN(CC(=O)Nc3ccccc3Cl)CC2)cc1Cl | -12 | -32 | 17 | 98 | -10 | 0.3 | · | 108 | · | 0
c1ccc(-c2cnc(CSc3ncnc4sccc34)o2)cc1 | 2 | -39 | 7 | 94 | -8 | -2.4 | · | 87 | -24 | 10
Cc1noc(C)c1S(=O)(=O)NC1CCCc2ccccc21 (stereo not given) | 6 | 13 | 21 | 80 | -15 | -1.9 | -2 | 82 | · | 2
Cc1ccc(NC(=O)CC(O)(C(F)(F)F)C(F)(F)F)cc1 | 3 | -3 | 7 | 100 | 7 | -0.9 | 0 | 90 | 4 | 1
O=C(COc1ccccc1)N1CCN(C(=O)c2ccco2)CC1 | 4 | -58 | 7 | 101 | -6 | -1.0 | 0 | 104 | 14 | 0
C=C(C)C1CC=C(C)/C(=N/NC(=O)COc2ccccc2C)C1 (stereo not given) | -4 | -18 | 14 | 82 | -1 | 0.2 | -2 | 84 | · | 16
Cc1cc(S(=O)(=O)NCC(C)C)ccc1OCC(=O)NCc1ccccn1 | -3 | -24 | 11 | 102 | -3 | -0.8 | 0 | 103 | -7 | 2
Cc1ccc2c(c1)c(C)c(C)n2CC(O)Cn1nnc2ccccc21 (stereo not given) | 3 | -7 | 7 | 89 | -9 | -1.1 | -5 | 82 | · | -1

Three entries out of the list, sorted by formula weight, rising:
SMILES | GALR2 blocker | BB579 growth dn | Measles CPE | bCat KO growth | Yeast lifespan up | MRP-1 activ | Phagocytosis inh | PTEN del growth | E-sel TNF inh | NPY Y2 blocker
CCCCC(=O)NC(=S)Nc1cc(C(=O)O)ccc1Cl | -11 | -2 | 19 | 87 | -6 | -0.9 | -6 | 107 | · | 0
CCn1c(Cc2ccccc2)nnc1SCC(=O)Nc1nc(C)cs1 | 13 | -37 | 13 | 83 | · | -2.9 | · | 94 | -8 | 5
Cc1cccc(Cc2cnc(N3C(=N)SC(c4ccccc4)C3=O)s2)c1 (stereo not given) | 4 | -22 | 26 | 38 | 5 | -2.9 | -12 | 33 | · | 8

The list goes on.
SMILES | GALR2 blocker | BB579 growth dn | Measles CPE | bCat KO growth | Yeast lifespan up | MRP-1 activ | Phagocytosis inh | PTEN del growth | E-sel TNF inh | NPY Y2 blocker
O=C(Nc1ccccc1NC(=O)c1c(F)c(F)c(F)c(F)c1F)c1c(F)c(F)c(F)c(F)c1F | -11 | -87 | 21 | 2.4* | 0 | -2.1 | 3 | 2.6* | 36 | 2
COc1ccc2nc(-c3ccc(N)cc3)[nH]c2c1 | 15 | -9 | 6 | 47 | · | 0.3 | · | 54 | 7 | 3
Cc1ccc(-c2cc(C(F)F)nc(NCC3CCCO3)n2)cc1 (stereo not given) | -12 | -27 | 5 | 45 | -22 | 2.4 | · | 57 | -2 | 4
CCN1CCN(S(=O)(=O)c2ccc(Br)s2)CC1 | -3 | -46 | 4 | 93 | -11 | -3.0 | -1 | 97 | -8 | 1
CCOC(=O)C(NC(=O)NCc1ccc(F)cc1)(OCC)C(F)(F)F (stereo not given) | 8 | -15 | 8 | 92 | -2 | -0.8 | -3 | 84 | · | 3
NC(=O)Cn1nnc(-c2ccc(C(F)(F)F)cc2)n1 | -7 | -61 | 20 | 97 | -14 | 0.1 | · | 91 | 0 | 2
CCOC(=O)C1C(=O)CC(C)(O)C(C(=O)OCC)C1c1ccc(OCC)cc1 (stereo not given) | -2 | 1 | 4 | 84 | -10 | -1.7 | 7 | 80 | -14 | 5
NNC(=O)CNC(c1ccccc1)c1cc(Br)ccc1NC(=O)c1ccccc1Br (stereo not given) | -2 | -48 | 39 | 89 | -18 | -3.1 | · | 77 | -12 | 3
COC(/C=C/Nc1ccc(C)c(C)c1)=C(C#N)C#N | 4 | -28 | 4 | 82 | -13 | -2.8 | -3 | 84 | -61 | 1
O=C(NCCc1ccccc1)N1c2ccccc2Sc2ccccc21 | -17 | -36 | 2 | 45 | -9 | 1.2 | 0 | 49 | 1 | 5
Cc1ccc2c(c1)N(CC(=O)Nc1ccc3c(c1)OCCO3)C(=O)CO2 | 6 | -23 | 14 | 102 | -11 | 0.2 | -1 | 99 | -4 | 7
COc1ccc2c(c1)-c1nc(NC(=O)c3cccs3)sc1CC2 | 5 | -52 | 2 | 44 | -17 | -5.4 | · | 31 | 0 | 3
COc1cc(OC)cc(C(=O)NC(=S)Nc2ccc(NC(=O)c3ccco3)cc2)c1 | -25 | -3 | 10 | 101 | -1 | 1.3 | -5 | 98 | · | 2
COc1ccc(C(CNC(=O)CN2C(=O)NC3(CC(C)CC(C)(C)C3)C2=O)N2CCOCC2)cc1 (stereo not given) | -13 | -16 | 8 | 85 | -14 | -0.1 | 1 | 97 | -8 | 0
COc1cc(/C=C2/C(=N)N3C=CSC3=NC2=O)ccc1OCCCOc1cc(C)ccc1C | 3 | -33 | 5 | 87 | -11 | -1.7 | · | 74 | 15 | 9
CN(C)S(=O)(=O)c1cc(NC(=O)CN2CCNC(=O)C2)ccc1Cl | 4 | -9 | 6 | 103 | 2 | -2.2 | -10 | 99 | -19 | 1
O=C(CSC1=NCCS1)NCc1ccco1 | 13 | -54 | 1 | 92 | -3 | -1.2 | -1 | 100 | -14 | 0
Cc1ccc(-c2cc(C(F)(F)F)nc(SCC(=O)c3cccc([N+](=O)[O-])c3)n2)cc1 | -17 | -4 | 11 | 86 | -12 | -2.9 | · | 84 | -19 | 0
CCOC(=O)c1c(NC(=S)Nc2ccc(Cl)cc2)sc(C)c1C | -3 | -42 | 8 | 98 | -8 | -0.8 | -1 | 99 | 7 | 1
